# Assay outcomes (PubChem BioAssay)
# CCT chaperon mod: modulators of cytosolic chaperonin (CCT/TRiC) activity | purified chaperonin ATPase assay, HTRF ADP detection, 30 min | activity change, % (concentration not given with the values), hits read low | hit rate 0.3% among 360,000 | AID 651819; in the data active = activity change below about -30%; note: % is set by controls: 0 for no effect and ±100 for the full control effect
#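 Enzyme 40 or 20 nM (batch-dependent) in Tris pH 7.4/KCl/MgCl2/DTT; cpd 76 uM single point; ATP 10 uM; 30 min 37 °C; Transcreener ADP HTRF detection, 30 min RT; ratio 665/615.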
# IL2 activator: IL-2 activation. AID 652025. IL-2 activation reporter assay, cell-based qHTS; stimulated with anti-CD3/CD4/CD28 beads; in transgenic mouse T cells. hit rate 0.065% among 360,000. activation, % (series mostly up to about 46 µM); in the data active = activation above about 50%; inconclusive = mostly about 30% to 49%; note: 0% is about no effect
#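 Unstimulated transgenic mouse T cells preincubated 60 min with compound, then stimulated with anti-CD3/anti-CD4-coated beads plus anti-CD28 for 18 h at 37 degrees C. IL-2 response read as EGFP and DsRed fluorescence by plate cytometry.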
# PLK1 PBD block: PLK1 (human) polo-box domain binding inhibition; AID 720504; Potency, µM, for inactives: max response, negative = inhibition, usual class: inhibitors; P53350; hit rate 2.8% among 360,000; Plk1 PBD binding of FITC phosphopeptide, fluorescence polarization; note: potency is the fitted concentration of half-maximal effect; series mostly up to about 57 µM; % is set by controls: 0 for no effect and ±100 for the full control effect; nearly all actives have a fitted effect of over 65% in size
# EPAC2 agonist: activates human EPAC2 exchange factor. Q8WZA2. EPAC2 activation, biochemical qHTS; response scale: 100% = 6.5 mM cAMP response. Potency, µM (top dose mostly 154 µM), for the others: at the highest dose activation, hits mostly activators. hit rate 0.079% among 360,000. AID 720711; note: potency is the fitted concentration of half-maximal effect; nearly all actives have a fitted effect of over 50% in size
#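 Compounds were titrated in qHTS against a Rap1B-BODIPY-GDP (250 nM) complex with EPAC2 (100 nM) and GDP (50 uM). BODIPY-GDP release tracked at 480/540 nm over 30 min at room temperature, normalized to 6.5 mM cAMP.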
# WRN inhibitor: blocks human WRN helicase. Q14191. WRN helicase unwinding, fluorescent forked duplex, kinetic. Potency, µM (doses to about 114 µM), for inactives: at the top dose activity change, negative = inhibition, hits mostly inhibitors. hit rate 0.46% among 360,000. AID 651768; note: potency is the fitted concentration of half-maximal effect; % is set by controls: 0 for no effect and ±100 for the full control effect; nearly all actives have a fitted effect of over 55% in size
#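 Kinetic fluorescence helicase assay: unwinding of a quenched forked DNA duplex (100 nM final) with 2 mM ATP final raises red fluorescence (525/598 nm). Compounds sat 15 min at room temperature with 20 nM WRN beforehand.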
# EPAC1 antagonist: antagonists of human EPAC1. Potency, µM (doses to about 115 µM), for the others: top-dose activity change, negative = inhibition, most hits filed as inhibitors. EPAC1 GEF assay, Rap1b-BODIPY-GDP exchange fluorescence. O95398. hit rate 0.14% among 360,000. AID 720709;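 note: potency is the fitted concentration of half-maximal effect; plate controls were vehicle for no effect and positive control for full effect; nearly all actives have a fitted effect of over 50% in size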
# Target sequence (O95398 whole entry, looked up): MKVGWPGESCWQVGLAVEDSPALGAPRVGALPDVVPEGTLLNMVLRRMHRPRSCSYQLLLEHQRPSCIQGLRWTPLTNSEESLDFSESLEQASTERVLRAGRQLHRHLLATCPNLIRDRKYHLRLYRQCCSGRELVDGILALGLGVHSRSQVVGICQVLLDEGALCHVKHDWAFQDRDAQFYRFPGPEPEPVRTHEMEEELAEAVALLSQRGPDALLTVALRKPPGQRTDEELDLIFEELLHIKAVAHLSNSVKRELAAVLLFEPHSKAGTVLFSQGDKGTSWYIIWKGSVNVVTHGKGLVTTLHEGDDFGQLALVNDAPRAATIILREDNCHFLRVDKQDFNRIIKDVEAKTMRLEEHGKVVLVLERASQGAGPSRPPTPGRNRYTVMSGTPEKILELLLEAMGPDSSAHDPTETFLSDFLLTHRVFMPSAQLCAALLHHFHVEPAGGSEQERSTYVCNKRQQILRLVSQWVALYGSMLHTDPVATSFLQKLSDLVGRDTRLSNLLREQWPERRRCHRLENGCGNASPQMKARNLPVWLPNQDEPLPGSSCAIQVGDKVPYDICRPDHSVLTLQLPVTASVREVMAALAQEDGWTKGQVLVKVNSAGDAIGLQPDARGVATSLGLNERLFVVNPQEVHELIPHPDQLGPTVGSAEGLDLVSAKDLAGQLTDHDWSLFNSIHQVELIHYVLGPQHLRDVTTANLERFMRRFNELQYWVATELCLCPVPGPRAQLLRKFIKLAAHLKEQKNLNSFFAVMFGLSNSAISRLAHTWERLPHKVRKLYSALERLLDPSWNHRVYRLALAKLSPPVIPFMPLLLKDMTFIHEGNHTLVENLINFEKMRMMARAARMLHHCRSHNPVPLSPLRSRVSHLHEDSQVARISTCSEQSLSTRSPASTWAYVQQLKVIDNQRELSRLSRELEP
# EPAC1 agonist: EPAC1 (human) agonism. hit rate 0.073% among 360,000. Potency, µM (top dose mostly 154 µM), for the others: at the top dose activation, actives largely listed as activators. EPAC1 agonist qHTS, biochemical assay; response scale: 100% = response to 6.5 mM cAMP. O95398; note: potency is the fitted concentration of half-maximal effect; nearly all actives have a fitted effect of over 60% in size
#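 Read-out is the fluorescence drop as BODIPY-GDP leaves Rap1B (480 nm excitation, 540 nm emission), recorded every 5 minutes over 30 minutes. Reactions held 100 nM EPAC1, 250 nM Rap1B–BODIPY-GDP and 50 uM GDP, with 6.5 mM cAMP setting full activation.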
# PI5P4K alpha inh: PI5P4K alpha (human) kinase inhibition; P48426; hit rate 1.2% among 330,000; AID 652105; max response, %; PI5P4Kalpha enzyme, ADP-Glo luminescence, 60 min; active compounds read low; active = max response of -50% or lower; inconclusive = between -30% and -50%; inactive = -30% or higher; note: value at the top dose of about 77 µM; % is set by controls: 0 for no effect and ±100 for the full control effect
#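 Luminescence from ADP-Glo served as readout of PI5P4Kalpha activity in a qHTS format. Reaction: enzyme, substrate, compound, ATP at 5 microM final, 60 min at RT.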
# Active calls of the source: *; ? = inconclusive; . = no result given; [ ] = dose if it differs, or a comment. Unless noted, calls come from the whole dose curve; as a rule, active = well fitted curve in the direction sought with a large enough effect; inconclusive = small, poorly fitted or top-dose-only effect, or another doubt; inactive = no such curve, though single readings can be large; an effect the other way counts as inactive or inconclusive. Some of the compounds tested; rates above refer to the full screens.
SMILES,CCT chaperon mod,IL2 activator,PLK1 PBD block,EPAC2 agonist,WRN inhibitor,EPAC1 antagonist,EPAC1 agonist,PI5P4K alpha inh
CSc1cc(-c2ccc(Cl)cc2)n(Cc2ccccc2)c(=O)c1C#N,-4.4,2.8,0%,-13%,-23%[57.1 µM],-3%,-5%,1
Cn1c(N2CCOCC2)nc2c1c(=O)n(Cc1ccc(Cl)c(Cl)c1)c(=O)n2C,-0.9,0.0,-1%,0%,7%,2%,-12%,-1
COCCCN1C(=O)C(CC(=O)NCCCN(C)C)CC(C(=O)N(C(C)C)C(C)C)=C1C (configuration not stated),-0.8,0.3,-4%,7%,-7%,9%,7%,-2
COc1ccc(C2C(C(=O)O)CCC(=O)N2c2ccc(C)cc2)cc1OC (configuration not stated),-0.6,-1.6,-15%,10%,-4%,?,-3%,-22
O=C(NCc1cccnc1)c1cc(C2CCCCN2S(=O)(=O)c2cccc3cccnc23)on1 (configuration not stated),1.7,-0.5,-8%,5%,0%,0%,-3%,-6
Cc1cc(C)n2nc(SC(C)C(=O)N3CCOCC3)nc2n1 (configuration not stated),-1.0,2.1,-7%,5%,-22%,-9%,6%,7
Cc1n[nH]c(=O)c2c(NC(=O)CSc3nnc(-c4ccco4)n3C)oc(C)c12,-0.6,-0.7,-9%,0%,13%,5%,-14%,-4
Cc1cc(NC(=O)CN(C)S(=O)(=O)c2ccc(-c3ccc(=O)[nH]n3)s2)ccc1Br,-2.2,-2.5,-17%,7%,-2%,-19%,-1%,2
O=[N+]([O-])c1cccc(Cn2cnc3c(=S)nc[nH]c32)c1,-1.1,0.0,-10%,6%,-4%,-6%,-6%,-11
CCCCn1cnc2c(SCc3ccccn3)nc(N)nc21,0.9,1.1,-10%,4%,7%,3%,7%,4
COC(=O)c1nc2nc(C)cc(=O)n2[nH]1,-1.8,0.2,-3%,10%,0%,-14%,1%,-2
CC(NC(=O)CN(c1ccc(Cl)cc1)S(C)(=O)=O)c1ccccc1 (configuration not stated),-1.0,0.2,-12%,4%,1%,-11%,3%,3
Nc1ccc[n+](Cc2ccccn2)c1,-3.2,-0.3,-2%,8%,5%,7%,-2%,-3
Cc1nnc(N2CCC(C(=O)N3CCCCC3)CC2)c2nn(-c3ccc(Cl)cc3)c(C)c12,0.8,-0.9,0%,1%,-5%,5%,6%,4
Cc1ccc(-c2noc(CCC(=O)Nc3cc(C)ccn3)n2)cc1,0.4,-0.6,-2%,13%,-1%,-6%,14%,3
CCc1ccc(OCC(=O)NCC(c2ccc(Cl)cc2)N2CCCCC2)cc1 (configuration not stated),-0.7,-4.1,-9%,13%,-3%,-32%,-3%,4
Cc1cc(-c2nnc(SCC(=O)Nc3ccc(C)c(C)c3)n2N)n[nH]1,-0.6,-3.0,-13%,0%,-6%,-23%,4%,-2
Cn1c(=O)c2[nH]c(CNc3ccc(C(=O)O)cc3)nc2n(C)c1=O,1.4,0.2,-5%,-3%,4%,-7%,-5%,-10
CCOc1ccc2[nH]c3c(NCCC(C)C)ncnc3c2c1,-1.8,-1.0,3%,-4%,-15%[57.1 µM],10%,1%,-17
CN(C1=C(N2CCCCC2)C(=O)c2ccccc2C1=O)c1ccccc1,-7.8,0.7,-8%,15%,-6%,8%,13%,.

# Entries listed so far with an NH in an aromatic ring (seven):
SMILES,CCT chaperon mod,IL2 activator,PLK1 PBD block,EPAC2 agonist,WRN inhibitor,EPAC1 antagonist,EPAC1 agonist,PI5P4K alpha inh
Cc1n[nH]c(=O)c2c(NC(=O)CSc3nnc(-c4ccco4)n3C)oc(C)c12,-0.6,-0.7,-9%,0%,13%,5%,-14%,-4
Cc1cc(NC(=O)CN(C)S(=O)(=O)c2ccc(-c3ccc(=O)[nH]n3)s2)ccc1Br,-2.2,-2.5,-17%,7%,-2%,-19%,-1%,2
O=[N+]([O-])c1cccc(Cn2cnc3c(=S)nc[nH]c32)c1,-1.1,0.0,-10%,6%,-4%,-6%,-6%,-11
COC(=O)c1nc2nc(C)cc(=O)n2[nH]1,-1.8,0.2,-3%,10%,0%,-14%,1%,-2
Cc1cc(-c2nnc(SCC(=O)Nc3ccc(C)c(C)c3)n2N)n[nH]1,-0.6,-3.0,-13%,0%,-6%,-23%,4%,-2
Cn1c(=O)c2[nH]c(CNc3ccc(C(=O)O)cc3)nc2n(C)c1=O,1.4,0.2,-5%,-3%,4%,-7%,-5%,-10
CCOc1ccc2[nH]c3c(NCCC(C)C)ncnc3c2c1,-1.8,-1.0,3%,-4%,-15%[57.1 µM],10%,1%,-17

# Further results follow:
SMILES,CCT chaperon mod,IL2 activator,PLK1 PBD block,EPAC2 agonist,WRN inhibitor,EPAC1 antagonist,EPAC1 agonist,PI5P4K alpha inh
Nc1ccc(/C=C/C(=O)c2cccs2)cc1,0.2,4.1,40%[activator],24%,-8%,22%,16%,-1
CCOc1ccc(CN2CCNC(=O)C2CC(=O)N(C)C2CCCCC2)cc1 (configuration not stated),0.6,-0.5,-13%,1%,-7%,6%,1%,11
CCCOc1ccc(-c2nc3c(c(=O)[nH]c(=O)n3Cc3ccccc3)n2CCO)cc1OCC,0.0,-1.5,2%,-16%,4%,6%,-11%,14
CC1CCCC(C)N1C(=O)Cn1cc(C#N)c2ccccc21 (configuration not stated),1.1,1.1,-8%,9%,7%,-5%,-8%,-9
COC(=O)c1ccc(NC(=O)COc2cccc(-n3cnnn3)c2)cc1,0.5,0.4,-10%,-2%,-6%,10%,9%,2
CCC(C)(C)C1CCC2(CC1)NC(=O)N(CC(=O)N(C)Cc1ccc(OC(F)F)cc1)C2=O (configuration not stated),-1.7,0.2,1%,-17%,-5%,-3%,-23%,14
CC(=O)Nc1ccc(NC(=O)C2CCCN2C(=O)Nc2ccc(F)cc2)cc1 (configuration not stated),-1.4,0.9,4%,10%,4%,-10%,-6%,5
CCN1CCN(C(=O)CN2C(=O)c3ccccc3S2(=O)=O)CC1,-2.5,-4.2,1%,0%,-4%,-9%,-2%,-1
CCOc1ccc(NC(=O)c2cccc(NC3=NC4CS(=O)(=O)CC4S3)c2)cc1 (configuration not stated),-0.6,-2.4,-5%,9%,2%,-5%,-7%,-4
N#C/C(=C\c1c(N2CCC(C(N)=O)CC2)nc2ccccn2c1=O)S(=O)(=O)c1ccc(Cl)cc1,-0.7,-0.1,1%,12%,-3%,6%,13%,-1
Cc1c(C(=O)NCc2cccnc2)sc2nc(-c3ccc(F)cc3)cn12,-13,-2.0,-5%,-9%,7%,18%,-14%,-2
COc1ccc(Oc2nc(C(F)(F)F)nc3ccccc23)cc1,-1.3,-0.5,4%,13%,-7%,-6%,-7%,2
NS(=O)(=O)c1ccc(N/C=C\C(=O)c2ccncc2)cc1,1.9,-0.1,-16%,12%,-14%,-23%,-8%,6
CCN(CC)C(=O)c1cccc(-c2csc(C(O)c3ccccc3)n2)c1 (configuration not stated),0.1,0.0,-2%,8%,1%,3%,-5%,0
O=C(COC(=O)COc1ccc(Cl)cc1)NC1CCCCCC1,-0.4,-0.3,-5%,-3%,-6%,-2%,-3%,-4
Cc1csc(SCC(=O)Nc2nc(-c3ccccc3)cs2)n1,0.1,-1.1,-4%,8%,-11%[57.1 µM],-7%,17%,-2
COc1cccc2c1OCC/C2=N\NC(=O)COc1ccc(C)cc1,-2.3,2.3,-3%,-4%,-19%,0%,7%,5
Cc1ccc(S(=O)(=O)N(C)C[C@@H]2OCCCC[C@@H](C)Oc3ccc(NS(=O)(=O)c4c(C)noc4C)cc3C(=O)N([C@H](C)CO)C[C@@H]2C)cc1,-2.4,-3.4,-16%,6%,-2%,-24%,-1%,4
CCn1c(SCC(=O)O)nnc1-c1cccnc1,2.3,-0.8,-1%,5%,-1%,-12%,-7%,4
Cc1ccc(CN2C(=O)CCC2(C)c2nnnn2-c2ccc3c(c2)OCCO3)cc1 (configuration not stated),-0.8,0.2,3%,4%,5%,11%,-3%,-1
Oc1ccccc1CN1CCC(C(O)(c2ccccc2)c2ccccc2)CC1,-0.4,0.0,-5%,5%,-17%,5%,4%,-7
COc1cccc(-n2c(=O)c3sccc3n(CC(=O)NC3CCCC3)c2=O)c1,-0.4,0.4,-14%,2%,3%,18%,-2%,-4
CCN(CC)c1ccc(C(=O)OCC(=O)Nc2cccc(S(=O)(=O)NC3=NCCCCC3)c2)cc1,-7.1,0.3,-1%,-6%,-6%,-27%,-3%,0
O=C(COC(=O)C1CC1)Nc1cccc(Cl)c1,-0.1,-2.5,-2%,13%,17%,10%,-1%,3
CCn1cc(C(=O)N[C@@H](CCSC)C(=O)NCCCN2CCOCC2)c(=O)c2cc3c(cc21)OCO3,1.3,-0.9,-7%,-4%,1%,-1%,1%,22
CCc1ccc2oc(C(=O)N3CCN(c4ccccc4OC)CC3)cc(=O)c2c1,-6.7,-4.1,7%,7%,7%,5%,-8%,-9
CCOC(=O)c1cccc(NC(=O)C2CCN(S(=O)(=O)c3cccs3)CC2)c1,-1.2,3.6,4%,17%,-17%,-11%,18%,.
Cc1ccc(C(=O)Nn2cnc3scc(-c4cccs4)c3c2=O)c(O)c1,-47*,-2.0,-5%,3%,-34%,12%,1%,.
C#CCOCCOCCOCCNc1nc(N2CCN(C(=O)CCCCCCCCCCNC(=O)[C@H](CO)n3cc(CCCSC)nn3)CC2)nc(N2CCN(C(=O)CCCCCCCCCCNC(=O)[C@H](CCCN=C(N)N)n3cc(C[C@@H](C)CC)nn3)CC2)n1,-2.4,0.5,21%,-19%,?,56µM*,-30%[inhibitor],-79*
Cc1ccccc1NC(=O)C1CC(=O)N(Cc2ccccc2)C1 (configuration not stated),0.0,-0.8,-10%,3%,2%,-1%,11%,3
CC1(C)NC(=O)N(CC(=O)OCc2cc(=O)n3cc(Br)ccc3n2)C1=O,-0.1,2.0,5%,11%,2%,6%,-17%,2
CCOC(=O)N1CCN(C(=O)c2ccc(N(Cc3ccccc3)S(C)(=O)=O)cc2)CC1,-2.2,-3.0,-4%,6%,5%,-8%,1%,.
